CXXC DNA block: MLL CXXC-DNA interaction inhibition; Q03164; MLL-CXXC / FITC-HOXA9 DNA fluorescence polarization; Potency, µM (doses to about 115 µM), for the others: top-dose activity change, negative = inhibition, actives largely listed as inhibitors; 290,000 compounds, 0.037% hits; active = well fitted inhibition curve with a large enough effect in the polarisation, with a control signal flat, not every such curve was filed as active; inconclusive = small, poorly fitted or top-dose-only effect, or effect the other way, or a change in a side signal; inactive = no such curve, though single readings can be large or run the other way; the % refers to the polarisation; also: potency is read from the fitted curve at half-maximal effect
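Fluorescence polarization: 7 uM MLL-CXXC (stock) preincubated 5 min with compounds, then 50 nM fluorescein-HOX-A9 DNA (stock) added; 30 min ambient. Buffer 50 mM Tris-HCl pH 7.5, 50 mM NaCl, 1 mM DTT, 0.05% BSA.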
Mito fusion yeast: blocks mitochondrial division or promotes mitochondrial fusion; Potency, µM (doses to about 46.1 µM), for inactives: at the top dose growth rescue (activation), usual class: activators; 320,000 compounds, 0.23% hits; S. cerevisiae fusion-defective mutant growth rescue, CellTiterGlo 48 h;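 also: potency is read from the fitted curve at half-maximal effect; % of control where 0% means no effect; nearly all actives have a fitted effect of over 45% in size; temperature-sensitive fusion mutants such as fzo1-1 at 37 °C on non-fermentable ethanol glycerol medium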
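Growth-rescue viability read-out: after 48 h at the non-permissive 37C in glycerol/ethanol YPEG, yeast mitochondrial fusion mutants are measured by CellTiterGlo luminescence; compounds (23 nl pinned per well) restoring growth score as division inhibitors or fusion activators.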
TSG101-PTAP inh: blocks PTAP/TSG101 interaction to inhibit HIV-1 budding; Q99816; Fluorescence polarization, FITC-PTAP peptide / Tsg101 binding; Potency, µM (titrated, usually from 115 µM), inactives show at the highest dose activity change, negative = inhibition, hits mostly inhibitors; 340,000 tested, under 10 active; AID 493005; active = well fitted inhibition curve with a large enough effect in the main read-out, with a control signal flat, not every such curve was filed as active; inconclusive = small, poorly fitted or top-dose-only effect, or effect the other way, or a change in a side signal; inactive = no such curve, though single readings can be large or run the other way; also: potency is read from the fitted curve at half-maximal effect; % of control where 0% means no effect
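Fluorescence polarization binding of Tsg101 binding domain (10 uM final) to FITC-labeled PTAP peptide (50 nM final) in HEPES pH 7.5 buffer with NaCl, Tween 20, EDTA, TCEP. Compounds added before peptide; binding 20 min at RT.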
ASM inhibitor: inhibitors of human secretory acid sphingomyelinase; placental ASM, HMU-PC fluorogenic substrate, 60 min; Potency, µM (top dose mostly 57.5 µM), without a hit: at the highest dose activity change, negative = inhibition, most hits filed as inhibitors; 340,000 compounds, 0.006% hits; also: potency is read from the fitted curve at half-maximal effect
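Human placenta-derived ASM enzyme was preincubated with compound for 10 minutes at room temperature, then given fluorogenic substrate HMU-PC0 (9 uM final) for 60 minutes at 37 °C; a pH 10 stop preceded fluorescence reading at Ex 386/Em 447 nm.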
TSHR antag: human thyrotropin receptor antagonism | P16473 | AID 504810 | activity change, negative = inhibition, % at 11.5 µM | 330,000 compounds, 0.2% hits | TSHR-expressing cells, TSH-stimulated cAMP HTRF, 2 h; hits give low values;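 active = activity change below a set negative limit, meaning inhibition stronger than a set level, cut at about -70% in these data; inconclusive = activity change between two set negative limits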; also: % is scaled to controls: 0 for no effect and ±100 for the full control effect
Target sequence (P16473 whole entry, looked up): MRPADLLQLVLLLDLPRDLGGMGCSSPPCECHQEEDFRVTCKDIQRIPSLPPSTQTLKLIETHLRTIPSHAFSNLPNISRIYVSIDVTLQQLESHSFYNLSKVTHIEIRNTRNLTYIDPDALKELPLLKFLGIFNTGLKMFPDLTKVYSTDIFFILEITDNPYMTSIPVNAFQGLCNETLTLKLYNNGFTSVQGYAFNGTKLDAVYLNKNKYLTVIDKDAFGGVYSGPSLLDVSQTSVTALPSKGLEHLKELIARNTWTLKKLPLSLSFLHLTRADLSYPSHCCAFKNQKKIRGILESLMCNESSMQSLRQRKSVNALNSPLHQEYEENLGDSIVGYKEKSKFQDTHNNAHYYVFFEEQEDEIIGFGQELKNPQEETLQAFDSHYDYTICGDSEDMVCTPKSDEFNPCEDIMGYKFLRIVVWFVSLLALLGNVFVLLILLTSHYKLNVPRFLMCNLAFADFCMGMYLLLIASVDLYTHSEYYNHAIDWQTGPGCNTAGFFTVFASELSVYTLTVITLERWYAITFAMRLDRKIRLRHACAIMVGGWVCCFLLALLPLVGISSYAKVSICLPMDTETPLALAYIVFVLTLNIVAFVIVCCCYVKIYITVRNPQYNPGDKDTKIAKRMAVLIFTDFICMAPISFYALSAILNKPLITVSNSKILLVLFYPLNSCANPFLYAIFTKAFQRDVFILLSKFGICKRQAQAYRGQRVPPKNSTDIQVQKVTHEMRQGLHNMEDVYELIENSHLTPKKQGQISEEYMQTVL
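Read-out is FRET at 665 nm (cryptate excitation 337 nm) from a cryptate-tagged anti-cAMP antibody, competed by cell cAMP against cAMP-d2. Compounds are tested on freshly harvested TSHR cells challenged with 4nM TSH (EC80) for 2 hours at 37 deg C.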
Integrin act MD: activators of alpha7 integrin expression for muscular dystrophy; alpha7betagal myoblasts, beta-gal FDG fluorescence, 48 h; Potency, µM (top dose mostly 38.3 µM), for the others: top-dose activation, hits mostly activators; AID 624291; 350,000 compounds, 0.064% hits;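 also: potency is read from the fitted curve at half-maximal effect; 100% = response of the positive control SU9516; nearly all actives have a fitted effect of over 60% in size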
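alpha7betagal+/- myoblasts (passage 13, 250/well) treated 48 h at 37C with compounds at 1:260 dilution of DMSO stock. Lysed, then beta-galactosidase activity read as FDG fluorescence (ex 480/em 540) after 30 min, with pre-read for autofluorescence.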
TCR activator: T cell receptor activation; primary human leukocytes, anti-CD3, IL-2 HTRF, 48 h; Potency, µM (series often up to 9.22 µM), for inactives: top-dose activation of IL-2 secretion, most hits filed as activators; 330,000 tested, under 10 active; AID 504894; also: % of control where 0% means no effect
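1) Mix primary human leukocytes, a-CD3 beads and compound. 2) Incubate 48 hr. 3) Add HTRF IL-2 reagents (a-IL-2-K, a-IL-2-d2).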
MBNL1 CUG block: MBNL1-poly(CUG) RNA binding inhibition | Potency, µM (top dose mostly 57.5 µM), for the others: top-dose activity change, negative = inhibition, usual class: inhibitors | TR-FRET MBNL1-His/biotin-(CUG)12 binding, 665/545 ratio | Q9NR56 | 280,000 compounds, 0.036% hits; active = well fitted inhibition curve with a large enough effect in the signal ratio, with a control signal flat, not every such curve was filed as active; inconclusive = small, poorly fitted or top-dose-only effect, or effect the other way, or a change in a side signal; inactive = no such curve, though single readings can be large or run the other way; the % refers to the signal ratio; also: potency is read from the fitted curve at half-maximal effect; % is scaled to controls: 0 for no effect and ±100 for the full control effect
Target sequence (Q9NR56 whole entry, looked up): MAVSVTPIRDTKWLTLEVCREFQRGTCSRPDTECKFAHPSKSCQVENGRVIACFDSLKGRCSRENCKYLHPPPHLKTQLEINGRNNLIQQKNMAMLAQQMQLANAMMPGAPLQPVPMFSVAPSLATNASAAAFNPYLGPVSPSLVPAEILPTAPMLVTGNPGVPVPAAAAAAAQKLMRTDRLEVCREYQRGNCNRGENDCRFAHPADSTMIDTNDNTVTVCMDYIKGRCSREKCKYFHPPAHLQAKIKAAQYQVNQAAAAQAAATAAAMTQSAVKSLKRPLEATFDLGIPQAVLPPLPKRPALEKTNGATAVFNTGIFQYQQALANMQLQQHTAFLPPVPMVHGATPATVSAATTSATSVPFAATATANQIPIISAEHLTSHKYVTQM
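Compounds (final 92 nM to 58 uM) are added to His-tagged MBNL1 and biotin-(CUG)12, then terbium anti-His antibody and streptavidin-XL665 (5 nM final). After 60 min at room temperature, the 665/545 nm ratio is read.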
A-T KAP1 phos: potential ataxia-telangiectasia treatment; […] A-T fibroblasts, KAP-1 phosphorylation AlphaLISA; neocarzinostatin DNA damage 30 min before lysis; Potency, µM (series often up to 57.5 µM), inactives show at the top dose activation, most hits filed as activators; 320,000 compounds, 0.19% hits; also: potency is read from the fitted curve at half-maximal effect; % of control where 0% means no effect; nearly all actives have a fitted effect of over 45% in size
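hTERT-immortalized A-T patient fibroblasts ([…]), 500 cells/well in OPTI-MEM, 1% FBS, got compounds for 60 min, then NCS for 30 min at 37C. Lysates were then assayed for phospho-KAP-1 by AlphaLISA (anti-pKAP1 donor, anti-KAP1 acceptor beads), 6 hr at 25C.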
Menin-MLL TR inh: inhibitors of human menin-MLL interaction, mutant MLL peptide | O00255 | Menin + Texas Red MLL mutant peptide, fluorescence polarization | Potency, µM (titrated, usually from 61.6 µM), inactives show top-dose FP activity change, negative = inhibition, most hits filed as inhibitors | 270,000 compounds, 0.23% hits | AID 1768; active = well fitted inhibition curve with a large enough effect in the polarisation, with a control signal flat, not every such curve was filed as active; inconclusive = small, poorly fitted or top-dose-only effect, or effect the other way, or a change in a side signal; inactive = no such curve, though single readings can be large or run the other way; the % refers to the polarisation; also: potency is read from the fitted curve at half-maximal effect; % of control where 0% means no effect; many of its hits are not listed in these tables
* marks the source's active call; other numbers are inactive results; i = inactive; ? = inconclusive; nt = not tested or not shown; [ ] = remark or other dose. Unless noted, calls follow the shape of the dose curve; as a rule, active = well fitted curve in the direction sought with a large enough effect; inconclusive = small, poorly fitted or top-dose-only effect, or another doubt; inactive = no such curve, though single readings can be large; an effect the other way counts as inactive or inconclusive. A portion of the library; rates above refer to the full screens.

SMILES	CXXC DNA block	Mito fusion yeast	TSG101-PTAP inh	ASM inhibitor	TSHR antag	Integrin act MD	TCR activator	MBNL1 CUG block	A-T KAP1 phos	Menin-MLL TR inh
CCCCCCN1C(=O)C(O)=C(C(C)=O)C1c1ccc(Cl)cc1 (stereo not drawn)	2.5%	-1.0%	-5.0%	3.2%	-6.8	4.6%	-15.8%	-2.1%	-2.7%	15.9%
CCN(CC(=O)Nc1ccc(NC(C)=O)cc1)C(=O)c1cc(-c2ccccc2)nn1-c1ccccc1	nt	-5.0%	-3.2%	nt	-6.6	8.2%	12.0%	nt	2.1%	nt
Cc1cc(C(=O)COC(=O)C(C)NC(N)=O)c(C)n1Cc1ccco1 (stereo not drawn)	-1.4%	0.0%	-0.7%	-0.6%	-6.1	14.5%	-1.5%	5.0%	3.2%	-15.0%
O=C(Nc1ccc(Cl)cc1)Nc1cccc(C(=O)O)c1	1.2%	8.8%	-1.0%	-3.6%	13.1	21.2%	4.5%	-17.5%	7.7%[11.5 µM]	?
Cc1ccnc(SCCn2c(N3CCC(C)CC3)nc3c2c(=O)n(C)c(=O)n3C)n1	nt	nt	-9.1%	2.6%	nt	8.6%	-3.2%	nt	nt	nt
COc1c(C)cc(Br)cc1C(=O)Nc1ccccc1C	-3.6%	28.2%	-3.1%	0.6%	9.2	?	1.8%	-5.6%	6.7%	-1.7%
O=C(O)C1CCCCC1C(=O)Nc1ccc(S(=O)(=O)N2CCCC2)cc1 (stereo not drawn)	0.3%	-7.4%	0.3%	-4.5%	-0.5	9.6%	-5.0%	-16.7%	-2.0%	nt
O=c1c2c3c(sc2ncn1/N=C/c1ccccc1)CCCC3	3.8%	10.2%	2.0%	-8.4%	-8.3	-4.0%	-0.2%[46.1 µM]	12.5%	9.3%	-2.2%
CCOC(=O)c1ccc(Nc2cc(C)nc3nc(C)nn23)cc1	14.5%	5.5%	1.1%	8.7%	-3.9	-5.0%	2.6%	-23.7%	4.6%	-17.3%
O=C(COc1ccc2oc(-c3ccccc3)cc(=O)c2c1)Nc1ccccc1	17.7%	0.2%	0.8%	2.8%	-12.9	-2.1%	-0.4%[46.1 µM]	-5.0%	-7.2%	-0.1%
COc1ccc(OCC(=O)Nc2ccc(S(=O)(=O)Nc3cc(C)nc(C)n3)cc2)cc1	-1.3%	1.6%	-3.3%	6.8%	-3.3	5.0%	2.0%	0.5%	0.9%	1.1%
COc1ccc(C2=Nn3c(nnc3-c3ccccc3F)SC2)cc1OC1CCCC1	nt	nt	nt	?	113.2	nt	-0.9%	nt	-4.9%	nt
COc1ccccc1-c1nc2c(c(SCC(=O)N3CCCCC3)n1)Cc1c(CO)cnc(C)c1O2	-3.4%	32.0%	-5.3%	-1.4%	-7.8	-16.8%	-1.1%	?	0.6%	-20.1%
COc1ccc(C(=O)OCC(=O)N2CCCC2=O)c(OC)c1	-1.6%	-0.5%	-2.3%	4.7%	-15.3	-0.6%	0.5%	-0.2%	-2.3%	-4.1%
O=C(Cc1ccccc1)NNC1=NS(=O)(=O)c2ccccc21	10.0%	-1.9%	-0.9%	-1.1%	-2.3	3.3%	1.8%	0.6%	3.8%	16.2%
CN(Cc1ccccc1)C(=O)c1oc(=O)c2ccccc2c1-c1ccccc1	-9.4%	?	-1.4%	0.5%	-7.8	?	1.8%[46.1 µM]	-0.9%	0.4%	-6.8%
CCCCNC(=O)C1CCCN(S(=O)(=O)CC)C1 (stereo not drawn)	10.9%	5.8%	-4.0%	3.7%	1.4	?	4.3%	-1.1%	-0.6%	10.8%
Cc1nc(N2CCOCC2)sc1C(=O)NN	8.5%	0.4%	-0.6%	1.5%	3.8	-10.1%	1.6%	0.4%	2.1%	-13.5%
O=S(=O)(NCC1CCCO1)c1ccc(Br)s1 (stereo not drawn)	-2.9%	5.0%	0.2%	2.6%	0.7	0.0%	-6.0%	-1.8%	7.8%	25.4%
O=S(=O)(Nc1nc2ccccc2nc1Nc1ccc2c(c1)OCO2)c1ccccc1	8.5%	-1.7%	-10.2%	13.3%	14.0	24.1%	4.8%[46.1 µM]	-9.8%	-1.9%	?
O=C(O)CC(C(=O)NC1CCCCC1)C1CCCO1 (stereo not drawn)	-2.7%	4.6%	-0.4%	5.0%	-4.1	30.6%	2.8%	7.0%	1.4%	7.2%
CC(=O)C(Cc1ccccc1)(Cc1ccccc1)C(C)=O	-3.8%	-2.7%	0.0%	-2.1%	-7.3	-29.4%	-1.4%	4.1%	11.0%	-2.7%
O=C(Oc1ccc2c3c(c(=O)oc2c1)CCC3)c1ccco1	142.8%[activator]	-0.9%	-1.2%	i	0.6	27.7%	5.0%	8.1%	4.2%	?
COc1ccc(N2CCN(C(=O)c3cc4c(-c5cccc(OC)c5)nn(C)c4s3)CC2)cc1	4.2%	-5.5%	-0.3%	-29.3%	-15.5	-43.5%	-11.6%	-2.1%	9.7%	-2.2%
COc1ccccc1/C=C/C(=O)NC(=S)N(C)C1CCCCC1	-7.2%	-8.7%	-1.6%	-9.4%	34.9	0.0%	-3.5%	-2.5%	8.5%	nt
COc1cc(NC(=O)c2ccc(Cl)cc2)c(OC)cc1NC(=O)CN1CCOCC1	0.0%	-3.0%	-2.4%	-3.1%	-14.1	8.3%	2.9%	0.5%	4.7%	-10.2%
CCCc1ccc(S(=O)(=O)NCc2nnc(SC)n2C)cc1	27.0%	0.1%	-0.1%	2.0%	-2.4	26.8%	-8.5%	1.8%	-7.6%	9.9%
CS(=O)(=O)N(CC(=O)N1CCc2ccccc2C1)c1cccc(Br)c1	nt	nt	-0.3%	1.4%	nt	0.8%	4.2%	nt	nt	nt
O=C(CCCn1c(SCC(=O)NCCc2ccccc2)nc2ccccc2c1=O)NCC1CCCO1 (stereo not drawn)	5.1%	-5.0%	2.7%	2.3%	-3.0	3.4%	-15.5%	3.4%	-1.8%	-2.4%
CCOC(=O)C1(Cc2cccc(F)c2)CCN(C(=O)c2ccoc2C)CC1	1.3%	4.0%	-1.3%	-0.8%	-10.5	12.9%	6.3%	-2.9%	0.0%	-21.3%
COc1ccc(CCNC(=O)CSc2ccsc2[N+](=O)[O-])c(OC)c1	-5.4%	1.0%	-4.9%	-2.7%	8.9	-10.3%	1.7%	?	9.5%	0.0%
Cc1ccc(-c2csc(/C(C#N)=C/Nc3ccccc3SC(F)(F)F)n2)c(C)c1	4.9%	-14.4%	68.5%[activator]	0.7%	-0.3	22.6%	1.6%[46.1 µM]	nt	15.1%	-23.3%
Cc1oc(-c2ccc(Cl)cc2)nc1CN1CCC(C(=O)N2CCN(Cc3ccccc3)CC2)CC1	-6.7%	5.8%	0.1%	0.6%	10.7	5.1%	-5.1%	13.5%	-1.4%	-13.2%
COc1ccccc1NS(=O)(=O)c1ccc2oc(=O)ccc2c1	3.9%	0.4%	-7.3%	-0.6%	19.2	-4.7%	nt	2.8%	21.9%	-23.3%
S=C(Nc1ccccc1)Nc1ccc(Cl)cc1Cl	5.1%	7.4%	0.2%	-0.1%	16.7	-23.5%	-2.7%	-12.3%	1.4%	-6.9%
CCN1CCN(C2CCN(C(C)=O)CC2)CC1	18.2%	-0.8%	nt	nt	4.8	nt	nt	2.4%	4.3%	5.5%
O=C(O)CCc1ccc(S(=O)(=O)Nc2ccccc2N2CCCCC2)cc1	nt	nt	-0.3%	5.3%	2.2	-17.4%	3.7%	nt	13.2%	nt
CN(C(=O)c1cccc(C#N)c1)c1nnc(C2CCOC2)s1 (stereo not drawn)	-1.1%	-4.7%	-0.4%	0.2%	-0.9	3.5%	-3.2%	-1.8%	-3.5%	27.1%
OC1(c2ccccc2F)CCN(Cc2nnnn2CCc2ccccc2)CC1	14.3%	2.1%	-11.1%	0.1%	-1.6	-4.2%	-2.7%	-2.4%	nt	-1.8%
CC(OC(=O)Nc1ccccc1)C(=O)OC1CCCCC1 (stereo not drawn)	nt	nt	-7.5%	-2.8%	nt	41.1%	-0.2%	nt	nt	nt
COc1ccccc1N1CCN(CC(=O)Nc2sccc2C#N)CC1	6.9%	-0.7%	2.6%	0.7%	-2.5	18.5%	3.2%[46.1 µM]	3.0%	1.5%	0.2%
CCc1ccc(S(=O)(=O)Nc2c(C)nn(C)c2C)cc1	0.5%	-2.7%	-7.5%	3.6%	-3.5	-29.8%	-11.1%	?	0.0%	20.9%
CC(C)(C)C(=O)Nc1nnc(-c2ccccc2)c(-c2ccccc2)n1	-3.9%	7.6%	1.4%	-1.6%	6.9	-5.3%	-2.6%	nt	-4.8%	nt

Compound activity from PubChem BioAssay.
